KLK7 zymogen act – activates the human kallikrein-7 zymogen | P49862 | purified proKLK7, EDANS-DABCYL substrate fluorescence; 100% is mature enzyme control, 0% vehicle | activation, % at 7 µM | 370,000 compounds, 0.9% hits | AID 652039;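 active = activation above the mean of all tested compounds plus 3 SD, computed per campaign excluding outliers beyond control limits, cut at about 13% in these data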
ARFGAP1 inh – inhibits rat ARF GTPase activating protein 1. Arfgap1-stimulated ARF1 GTP hydrolysis, GDP FP detection. 360,000 compounds, 0.26% hits. Q62848. inhibition, % at 16.5 µM. AID 651572;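 active = inhibition above a per-plate limit, mean inhibition of low control wells plus 3 SD, cut at about 25% in these data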;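 note: 0% = DMSO wells with enzyme and 100% = wells lacking Arfgap1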
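material = rat Arfgap1 catalytic domain, aa 1-136 | also added = human ARF1(Δ1-17)-GTP substrate | compound dosing = one concentration, 16.5 µM, DMSO 1.26% | times = GTP hydrolysis reaction 2 h at 25 °C | measured by = FP, GDP Alexa 633 tracer displaced from anti-GDP antibody, 620/688 nm | evaluation = percent inhibition of Arfgap1-stimulated GTP hydrolysis | replication = single well per compound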
ADAM17 inh – ADAM17 inhibition, QFRET primary screen. P78536. recombinant ADAM17, EDANS/DABCYL FRET peptide cleavage. inhibition, % at 6.95 µM. 370,000 compounds, 0.83% hits;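 active = inhibition above the mean of compounds lying between control limits plus 3 SD, set per campaign, cut at about 8.5% in these data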;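 note: 0% = DMSO-only wells as the low control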
Tn7 DDE FP – disrupts Tn7 cyclic peptide binding to fibrin D-Dimer-E complex. FP displacement of FITC-Tn7 peptide from fibrin DD(E); 0% = median of compound wells per plate. 370,000 compounds, 0.13% hits. inhibition, % at 8.3 µM. P02675;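 active = inhibition above the mean of compounds falling within the control limits plus 3 SD of them, cut at about 14% in these data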;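 note: 0% = plate median of compound wells and 100% = 10 µM Aha-Tn7 peptide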
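Assay system: human fibrin DD(E). Input: DD(E) 2 µM final. Medium: Tris buffer with calcium and detergent, pH 7.8. Compound dosing: single point at 8.3 µM. Timing: 10 min plus 3 h, room temperature. Technique: fluorescence polarization of the labelled Tn7 tracer. Read-out: percent inhibition. Replicates: singlicate testing.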
UHRF1 binding – blocks human UHRF1 binding to methylated DNA | AID 687016 | inhibition, % at 4.4 µM | UHRF1 binding to methylated oligo, TR-FRET | Q96T88 | 370,000 compounds, 0.75% hits; in the data active = inhibition above about 21%;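 note: UHRF1 SRA domain binding a hemimethylated CpG hairpin DNA probe; 0% = median of test compound wells and 100% = reference inhibitor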
PLC-beta3 inh – PLC-beta3 (human) inhibition, primary screen; Purified PLC-beta3, fluorogenic substrate, fluorescence; AID 720704; 370,000 compounds, 0.18% hits; inhibition, % at 12.2 µM; Q01970; in the data active = inhibition above about 11%;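 note: 0% = median of compound wells on plate and 100% = full blocker control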
MBD2 inh – blocks human MBD2 binding to methylated DNA | Q9UBB5 | TR-FRET, MBD2 binding to methylated oligonucleotide | inhibition, % at 4.4 µM | 370,000 compounds, 0.31% hits; in the data active = inhibition above about 13%
ASAP1 inh – ASAP1 ArfGAP inhibition. Q9ULH1. ASAP1-stimulated ARF1 GTP hydrolysis, GDP FP detection. inhibition, % at 16.5 µM. 360,000 compounds, 0.19% hits. AID 624377; in the data active = inhibition above about 25%;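 note: 0% = vehicle with enzyme and substrate and 100% = no enzyme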
PLCg1 inh – PLC-gamma1 (human) inhibition, primary screen; inhibition, % at 12.2 µM; 370,000 compounds, 0.84% hits; purified PLC-gamma1, fluorogenic substrate, fluorescence; P19174; AID 720700; in the data active = inhibition above about 9.5%
Target sequence (P19174 whole entry, looked up): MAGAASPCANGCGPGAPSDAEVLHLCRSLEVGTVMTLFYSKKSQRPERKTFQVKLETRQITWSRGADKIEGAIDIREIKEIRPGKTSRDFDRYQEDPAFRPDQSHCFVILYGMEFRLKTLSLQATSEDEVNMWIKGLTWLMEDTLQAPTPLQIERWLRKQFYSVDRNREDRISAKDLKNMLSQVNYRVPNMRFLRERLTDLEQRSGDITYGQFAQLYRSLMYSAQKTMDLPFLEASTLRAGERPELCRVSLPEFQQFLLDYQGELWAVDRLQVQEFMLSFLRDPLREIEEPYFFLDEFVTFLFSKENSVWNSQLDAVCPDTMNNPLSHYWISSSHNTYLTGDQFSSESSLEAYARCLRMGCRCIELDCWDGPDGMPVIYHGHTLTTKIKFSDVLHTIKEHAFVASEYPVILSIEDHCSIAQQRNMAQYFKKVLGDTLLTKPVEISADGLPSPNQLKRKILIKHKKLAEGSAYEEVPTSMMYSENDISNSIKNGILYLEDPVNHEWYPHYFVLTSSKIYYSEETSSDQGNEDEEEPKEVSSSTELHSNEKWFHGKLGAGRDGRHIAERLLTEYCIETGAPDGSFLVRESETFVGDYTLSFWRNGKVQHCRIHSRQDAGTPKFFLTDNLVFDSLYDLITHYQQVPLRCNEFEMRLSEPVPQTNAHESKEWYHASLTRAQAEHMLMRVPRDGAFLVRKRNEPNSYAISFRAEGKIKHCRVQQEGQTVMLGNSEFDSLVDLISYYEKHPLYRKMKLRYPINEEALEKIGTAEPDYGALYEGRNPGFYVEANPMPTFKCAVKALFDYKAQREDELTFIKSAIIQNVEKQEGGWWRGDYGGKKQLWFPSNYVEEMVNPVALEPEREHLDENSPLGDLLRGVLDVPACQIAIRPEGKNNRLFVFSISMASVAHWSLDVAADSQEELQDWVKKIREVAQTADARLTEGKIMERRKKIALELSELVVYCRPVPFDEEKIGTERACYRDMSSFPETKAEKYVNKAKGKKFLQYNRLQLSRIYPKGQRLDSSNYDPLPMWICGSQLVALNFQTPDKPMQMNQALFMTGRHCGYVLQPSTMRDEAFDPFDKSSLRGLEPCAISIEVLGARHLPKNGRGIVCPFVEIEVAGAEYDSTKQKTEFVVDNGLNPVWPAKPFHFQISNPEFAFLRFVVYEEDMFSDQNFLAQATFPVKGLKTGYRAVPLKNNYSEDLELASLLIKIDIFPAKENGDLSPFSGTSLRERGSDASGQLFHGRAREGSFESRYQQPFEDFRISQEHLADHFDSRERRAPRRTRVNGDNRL
Tn6 DDE FP – inhibitors of Tn6 peptide binding to human fibrin DD(E); Fibrin DD(E) TRITC-Tn6 fluorescence polarization displacement; inhibition, % at 8.3 µM; 370,000 compounds, 0.21% hits; AID 720509;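 active = inhibition above a per-campaign cutoff: mean of compounds within control limits plus 3 SD, cut at about 15% in these data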;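 note: 0% = median of all compound wells on the plate and 100% = blocking peptide control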
* marks the source's active call; other numbers are inactive results; i = inactive. Random draw from the library. About 4.1% of those tested had a hit in this group.

SMILES	KLK7 zymogen act	ARFGAP1 inh	ADAM17 inh	Tn7 DDE FP	UHRF1 binding	PLC-beta3 inh	MBD2 inh	ASAP1 inh	PLCg1 inh	Tn6 DDE FP
COc1cc2sc3cc(NCCCN4CCOCC4)ccc3c(=O)c2cc1OC	-50	31*	-295	2	1	i	5	11	i	-7
Cc1snc(SCc2ccc(F)cc2)c1C#N	0.1	14	-6	1	2	-7	3	3	0	-6
CCc1cccc(NC(=O)CCCn2nc(C)c3c(C)n(-c4ccccc4)nc3c2=O)c1	0.3	2	0	4	-3	-4	2	-10	0	1
Cc1cc(C(F)(F)F)nc(SCC(=O)Nc2c(C)n(C)n(-c3ccccc3)c2=O)n1	-0.4	1	0	-7	0	0	4	-7	3	-11
Cc1ccc(NC(=O)c2cc3ccccc3oc2=N)cc1	0.4	-2	4	2	2	2	-2	-5	6	3
CCc1nc(NCCC(C)C)c(C#N)c2c1CCCC2	0.1	-19	1	-3	0	1	-3	-11	3	4
COc1cc(NC(=O)CCC(=O)N2CCN(S(=O)(=O)c3ccc(C)cc3)CC2)cc(OC)c1	0.7	-1	-5	0	0	-5	-3	3	3	-1
CCOC(=O)C1(Cc2ccc(OC)cc2)CCN(C(=O)Cc2cccnc2)CC1	0.0	0	0	-5	6	-1	-2	3	0	-5
O=S(=O)(c1cccc(C(F)(F)F)c1)N1CCC(O)(c2cccnc2)CC1	1.1	1	0	8	2	5	-4	7	-1	-1
CCOC(=O)CC(=O)CSc1nc(-c2ccccc2)cc(-c2ccc(Cl)cc2)c1C#N	-5.4	0	-6	3	0	-81	-1	2	-54	-4
COCCN(CC(=O)Nc1cccc(C)c1C)C(=O)Cc1ccsc1	0.0	-1	-5	0	0	-7	0	-4	0	6
Cc1nc(NC(=O)CCN2C(=O)C3CC=CCC3C2=O)sc1C (configuration not stated)	-0.8	4	-5	1	4	-11	4	-5	-1	14
COc1cccc(OCCCCSc2ncccn2)c1	0.1	14	-8	-6	3	-1	-1	-3	3	-1
O=C1NCCNC1(c1c[nH]c2ccccc12)C(F)(F)F (configuration not stated)	-0.4	-6	1	-5	-1	3	3	3	0	0
COc1cc(C(=O)Nc2c(C(=O)N3CCOCC3)oc3ccccc23)cc(OC)c1OC	0.8	17	1	7	1	-16	2	8	-6	0
O=C(NCC(c1ccc(F)cc1)N1CCOCC1)c1cccnc1Sc1ccccc1 (configuration not stated)	-0.1	16	-5	-1	1	-6	2	2	2	-1
S=c1nc(-c2cccc(Br)c2)[nH][nH]1	0.3	-3	-1	-4	5	-1	-1	14	3	5
Nc1ncncc1-c1ccc(Cl)cc1	0.0	-3	-4	1	1	-5	2	-2	1	-1
COC(=O)c1c(C)[nH]c(-c2csc(N)n2)c1C	-0.1	-11	-7	1	-4	-19	-2	-8	-19	7
O=C(c1ccc2nccnc2c1)N1CCCC(Nc2ccc(F)c(F)c2)C1 (configuration not stated)	0.0	1	-6	4	-1	-8	2	-1	-2	4
O=C(O)c1cccc(S(=O)(=O)NNc2ccccc2C(F)(F)F)c1	0.1	17	3	0	-1	-2	-1	0	0	14
O=C(CSc1nc2ccccc2o1)Nc1ccccc1N1CCOCC1	1.0	4	-2	-4	-4	-4	-3	-12	2	-2
COc1cc(/C=N/NC(=O)c2ccncc2)c([N+](=O)[O-])cc1OC	0.1	12	1	-8	4	-3	-1	17	4	-3
O=C(CSc1nnnn1-c1ccccc1)Nc1ccccc1	-0.2	5	3	0	0	-2	1	10	1	-3

Entries above with an aryl thioether with sulfur outside any ring:
SMILES	KLK7 zymogen act	ARFGAP1 inh	ADAM17 inh	Tn7 DDE FP	UHRF1 binding	PLC-beta3 inh	MBD2 inh	ASAP1 inh	PLCg1 inh	Tn6 DDE FP
Cc1snc(SCc2ccc(F)cc2)c1C#N	0.1	14	-6	1	2	-7	3	3	0	-6
Cc1cc(C(F)(F)F)nc(SCC(=O)Nc2c(C)n(C)n(-c3ccccc3)c2=O)n1	-0.4	1	0	-7	0	0	4	-7	3	-11
CCOC(=O)CC(=O)CSc1nc(-c2ccccc2)cc(-c2ccc(Cl)cc2)c1C#N	-5.4	0	-6	3	0	-81	-1	2	-54	-4
COc1cccc(OCCCCSc2ncccn2)c1	0.1	14	-8	-6	3	-1	-1	-3	3	-1
O=C(NCC(c1ccc(F)cc1)N1CCOCC1)c1cccnc1Sc1ccccc1 (configuration not stated)	-0.1	16	-5	-1	1	-6	2	2	2	-1
O=C(CSc1nc2ccccc2o1)Nc1ccccc1N1CCOCC1	1.0	4	-2	-4	-4	-4	-3	-12	2	-2
O=C(CSc1nnnn1-c1ccccc1)Nc1ccccc1	-0.2	5	3	0	0	-2	1	10	1	-3

Continuation.
SMILES	KLK7 zymogen act	ARFGAP1 inh	ADAM17 inh	Tn7 DDE FP	UHRF1 binding	PLC-beta3 inh	MBD2 inh	ASAP1 inh	PLCg1 inh	Tn6 DDE FP
COC1=CCC2([N+](=O)[O-])CN(CC(=O)O)CC1([N+](=O)[O-])C2 (configuration not stated)	0.1	-1	-1	0	2	2	0	-3	1	1
CCOP(=O)(CN(CC)C(=O)c1ccccc1Br)OCC	0.1	-15	-2	4	2	-9	1	-6	1	0
COc1ccc(OCC(=O)Nc2ccc(S(=O)(=O)N(C)c3ccccc3)cc2)cc1	0.6	-8	3	2	-1	-2	-3	5	0	-5
O=C(c1ccccc1)N(Nc1ccccc1)c1ccccc1	-0.1	-2	3	-4	-3	2	1	-1	1	-1
Cn1nc(-c2ccc(Cl)cc2)c2cc(C(=O)N3CCN(c4ccccc4)CC3)sc21	-0.1	-3	-6	5	-2	-31	-1	-2	-19	1
Cc1ccc(/C=N/NC(=O)c2nnn(-c3nonc3N)c2CN(C)C)o1	-0.4	-9	-5	5	0	-4	3	6	-1	9
O=C(CC(C(=O)N1CCc2ccccc21)n1ccnc1)NCc1ccccc1 (configuration not stated)	0.5	5	3	8	0	-1	1	-9	1	-1
O=C(CSc1nnc(Cc2cccs2)n1Cc1ccco1)Nc1ccc(Br)cc1	0.4	14	-2	2	0	-6	2	5	-3	1
CCCn1c(SCC(=O)N2c3ccccc3Sc3ccccc32)nc2c1c(=O)n(C)c(=O)n2C	-0.3	1	-3	0	-1	3	5	-2	0	1
Cc1ccc(S(=O)(=O)N2CCC(c3nnc(SCCN4CCCC4)n3C)CC2)cc1	0.0	-2	0	1	-2	-4	-5	-12	0	5
NC(=O)Cn1c(O)c(N=NC(=O)CNC(=O)/C=C/c2ccccc2)c2ccccc21	0.2	8	5	1	-12	0	-6	7	2	3
CCC(c1nnnn1C(C)(C)CC)N(CCCN1CCOCC1)Cc1cc2cccc(C)c2[nH]c1=O (configuration not stated)	0.3	10	-3	6	-1	-2	2	1	-3	5

Entries above that have a cyano group (three):
SMILES	KLK7 zymogen act	ARFGAP1 inh	ADAM17 inh	Tn7 DDE FP	UHRF1 binding	PLC-beta3 inh	MBD2 inh	ASAP1 inh	PLCg1 inh	Tn6 DDE FP
Cc1snc(SCc2ccc(F)cc2)c1C#N	0.1	14	-6	1	2	-7	3	3	0	-6
CCc1nc(NCCC(C)C)c(C#N)c2c1CCCC2	0.1	-19	1	-3	0	1	-3	-11	3	4
CCOC(=O)CC(=O)CSc1nc(-c2ccccc2)cc(-c2ccc(Cl)cc2)c1C#N	-5.4	0	-6	3	0	-81	-1	2	-54	-4

Following part.
SMILES	KLK7 zymogen act	ARFGAP1 inh	ADAM17 inh	Tn7 DDE FP	UHRF1 binding	PLC-beta3 inh	MBD2 inh	ASAP1 inh	PLCg1 inh	Tn6 DDE FP
C/C(Cn1nnc([N+](=O)[O-])n1)=N\NC(=O)c1ccc(O)cc1	-0.4	7	1	3	5	-5	2	0	4	1
CCOC(=O)COc1ccccc1/C=C1\NC(=O)NC1=O	0.6	4	-3	-1	-5	0	-3	4	-2	-6
Cn1c(=O)n(C)c2cc(NS(=O)(=O)c3ccc(Br)s3)ccc21	0.3	3	-2	8	-4	1	4	-6	-2	-4
O=C(CSc1nc(Nc2ccccc2)nc(N2CCOCC2)n1)Nc1ccccc1Cl	0.0	6	-1	-2	2	3	-3	5	1	1
COC(=O)c1ccc(NC(=O)Cc2ccc(F)cc2)cc1	0.1	11	-5	3	1	-6	-2	11	0	-2
CCOC(=O)N1CCC(NC(=O)c2cccc3c2C(=O)N(Cc2cccnc2)C3)CC1	-0.8	-16	-3	3	1	5	-7	-11	4	3
O=[N+]([O-])c1cccc(/C=C/c2nc[nH]c2[N+](=O)[O-])c1	-0.1	-1	-1	2	-1	1	2	8	1	-1
CC1(C)OC(C)(C)C(=N/O)/C1=N\N	0.4	18	0	-9	4	2	-4	7	1	-2

Bioassay records (PubChem)
